# EBI2 block: antagonists of human EBI2 receptor | EBI2 beta-arrestin recruitment, luminescence, 7a,25-OHC stimulated | inhibition, % at 5 µM | hit rate 0.81% among 360,000; in the data active means inhibition above about 38%;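 further: enzyme fragment complementation signal reports receptor beta-arrestin coupling in cells; 0% = agonist plus DMSO wells and 100% = wells without agonist; some results beyond the cut were filed as inactive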
# CCR6 antag: antagonists of human CCR6 receptor. P51684. CHO-K1 CCR6 PathHunter beta-arrestin, luminescence, CCL20-stimulated. inhibition, % at 20 µM. hit rate 0.49% among 340,000. AID 493098;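 active means compounds whose inhibition of the agonist-driven luminescence signal at 20 µM reaches about 50%, limit read from the data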;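 further: cells stimulated with CCL20 at 14 nM final; plate controls were DMSO with CCL20 for no effect and DMSO without agonist for full effect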
# XBP1 UPR activ: activators of adaptive arm of unfolded protein response (XBP1); CHO-XBP1 luciferase reporter, IRE1-XBP1 UPR activation, luminescence; percent of tunicamycin response, DMSO as zero; activation, % at 20 µM; hit rate 0.33% among 330,000; AID 463104;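 active means versus positive control, 20 µM dose yields 30% or more activation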;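 further: 100% = tunicamycin at 10 µg/mL and 0% = DMSO only wells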
#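 Signal: luciferase luminescence; Assay system: CHO-XBP1 luciferase reporter cells; Amount: one thousand reporter cells per well; Dosing: 20 µM single concentration, DMSO 1%; Benchmarks: high control tunicamycin 10 µg/mL final, low control DMSO vehicle only; Schedule: 6 h compound exposure at 37 °C, 5% CO2; Evaluation: percent activation relative to tunicamycin reference.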
# Gli-Sufu block: Gli-Sufu pathway antagonism | AID 588413 | inhibition, % at 5 µM | Sufu-KO-LIGHT fibroblasts, Gli luciferase reporter luminescence | hit rate 0.74% among 340,000;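 active means inhibition above about 55%, limit read from the data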;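 further: 0% = DMSO-treated cells and 100% = wells with medium but no cells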
# CXCR6 block: CXCR6 (human) receptor inhibition; O00574; CHO-K1 PathHunter CXCR6 beta-arrestin, luminescence; inhibition, % at 20 µM; hit rate 0.36% among 360,000; AID 602244; in the data active means inhibition above about 34%, passing the limit was not always enough;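 further: antagonist mode with CXCL16 agonist at 10 nM final; 0% = 10 nM CXCL16 with DMSO and 100% = unstimulated wells without agonist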
# Jurkat NFkB inh: inhibitors of the PMA/ionomycin-induced NF-kB reporter in Jurkat cells; inhibition, % at 4 µM; PMA/ionomycin-induced NF-kB luciferase reporter, luminescence; hit rate 0.53% among 330,000; in the data active means inhibition above about 50%
# UPR CHOP act: activators of apoptotic arm of unfolded protein response (CHOP) | CHO-CHOP luciferase reporter, UPR activation, luminescence; percent of tunicamycin response over DMSO baseline | activation, % at 10 µM | hit rate 0.34% among 330,000;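 active means at 10 µM dose, activation of 40% or more, normalized to positive control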;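 further: 100% = tunicamycin at 10 µg/mL and 0% = DMSO alone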
#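 assay system = CHO CHOP reporter cells | amount = 500 CHO-CHOP cells per well | buffer or medium = F12 with 10% FBS | incubation = 16-18 h cell attachment, then 6 h compound exposure, 37 °C | detection = luminescence read with Steady-Glo | read-out = percent activation relative to tunicamycin control | controls = tunicamycin high control, DMSO low control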
# 697 NFkB inh: inhibitors of the PMA/ionomycin-induced NF-kB reporter in 697 B cells; 697 B-cell NF-kB luciferase reporter, 16 h; inhibition, % at 4 µM; hit rate 0.33% among 330,000; in the data active means inhibition above about 35%
# Mdm2-MdmX inh: human Mdm2/MdmX binding inhibition; inhibition, % at 8 µM; SaOS-2 split-luciferase Mdm2/MdmX complementation, luminescence; O15151+Q00987; hit rate 3% among 330,000;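 active means inhibition of at least 50% at 8 µM in the primary screen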
# Target sequence (O15151 whole entry, looked up): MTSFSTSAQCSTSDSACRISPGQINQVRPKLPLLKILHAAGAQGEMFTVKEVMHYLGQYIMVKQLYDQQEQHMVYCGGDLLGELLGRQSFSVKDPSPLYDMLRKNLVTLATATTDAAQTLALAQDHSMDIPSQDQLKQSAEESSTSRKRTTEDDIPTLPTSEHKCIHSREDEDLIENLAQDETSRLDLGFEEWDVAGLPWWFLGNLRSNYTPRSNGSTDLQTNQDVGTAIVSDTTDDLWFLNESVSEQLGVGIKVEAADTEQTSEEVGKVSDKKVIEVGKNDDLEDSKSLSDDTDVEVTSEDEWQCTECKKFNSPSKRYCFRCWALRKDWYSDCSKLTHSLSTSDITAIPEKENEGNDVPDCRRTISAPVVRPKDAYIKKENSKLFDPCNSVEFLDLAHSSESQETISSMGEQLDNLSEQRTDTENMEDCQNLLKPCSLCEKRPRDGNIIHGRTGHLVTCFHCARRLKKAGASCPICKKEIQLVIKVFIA
# Target sequence (Q00987 whole entry, looked up): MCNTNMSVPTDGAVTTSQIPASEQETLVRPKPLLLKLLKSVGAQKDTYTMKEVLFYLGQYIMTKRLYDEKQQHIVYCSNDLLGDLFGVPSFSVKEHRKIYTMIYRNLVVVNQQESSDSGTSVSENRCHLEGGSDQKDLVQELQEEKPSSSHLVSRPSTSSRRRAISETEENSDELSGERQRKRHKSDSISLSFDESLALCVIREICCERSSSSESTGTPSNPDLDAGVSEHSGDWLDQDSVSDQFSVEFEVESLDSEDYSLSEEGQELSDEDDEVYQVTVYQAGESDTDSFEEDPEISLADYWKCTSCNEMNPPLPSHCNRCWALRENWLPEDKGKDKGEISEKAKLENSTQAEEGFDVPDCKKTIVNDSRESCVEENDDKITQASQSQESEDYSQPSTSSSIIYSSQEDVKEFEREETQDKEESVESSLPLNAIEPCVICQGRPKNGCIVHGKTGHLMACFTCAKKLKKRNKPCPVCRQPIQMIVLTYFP
# An asterisk follows results filed as active; i = inactive; x = not tested or not shown.
# Order of results – EBI2 block	CCR6 antag	XBP1 UPR activ	Gli-Sufu block	CXCR6 block	Jurkat NFkB inh	UPR CHOP act	697 NFkB inh	Mdm2-MdmX inh
- COc1ccc(C(=O)OCC(=O)Nc2ccc(Cl)c(C(F)(F)F)c2)c(OC)c1OC
    8	10	-2	-4	0	3	-1.1	22	-3
- Cc1ccc(OCC(=O)Nc2ccc3c(c2)nc(CCN2CCCCC2)n3C)cc1
    2	12	-1	-18	4	-15	0.1	8	22
- O=C(Nc1ccc(Cl)c(S(=O)(=O)N2CCOCC2)c1)c1cc(=O)[nH]c2ccccc12
    -6	16	-1	2	-1	6	-0.2	15	32
- COc1cccc(OC)c1-c1nn(-c2ncc(C(F)(F)F)cc2Cl)c(=O)o1
    3	0	-3	3	14	-5	-2.9	5	2
- Cc1ccccc1Cn1ccc(NC(=O)c2nc3ncccn3n2)n1
    -1	-1	4	-3	-1	-16	1.6	6	-21
- Nc1nc(CSC(=S)N2CCN(c3ccccc3)CC2)nc(Nc2ccc(F)cc2)n1
    14	6	-3	11	-3	1	1.5	-38	11
- CC1=CN2C(=N)/C(=C/c3ccc([N+](=O)[O-])o3)C(=O)N=C2S1
    8	49	x	5	34	x	x	x	x
- O=C(COc1ccc(Br)cc1Cl)N1CCN(c2ccccn2)CC1
    24	-6	-5	7	-9	18	3.2	0	35
- O=C(NNC(=S)Nc1ccc(F)cc1)C1CC1c1ccc(Cl)cc1 (stereo unspecified)
    -3	21	0	1	14	1	-0.2	8	-3
- Cc1ccc(NC(=O)COC(=O)c2cccnc2Cl)cc1S(=O)(=O)N1CCCCC1
    4	2	0	13	1	5	-4.4	9	23
- CCCCn1c(N)c(N(CCOC)C(=O)CCCc2nc3ccccc3s2)c(=O)[nH]c1=O
    3	10	-1	-8	-9	9	0.2	-12	5
- O=C(COC(=O)c1ccc(S(=O)(=O)N2CCCC2)cc1)NCc1ccco1
    -6	12	1	2	7	5	-0.7	15	21
- CC(=O)NC1C(Oc2ccc3c(C)cc(=O)oc3c2)OC(COC(C)=O)C(OC(C)=O)C1OC(C)=O (stereo unspecified)
    -2	0	-2	-7	3	7	1.8	-11	19
- COc1cccc(C2CC(c3ccc(Cl)cc3)Nc3nc(N)nn32)c1 (stereo unspecified)
    5	1	0	1	5	7	1.7	-2	17
- C[C@@H]1COC(=O)[C@H](CC(=O)OC(C)(C)C)C/C=C\C[C@@H](CC(=O)NCCO)C(=O)N1
    -5	-8	0	0	-1	-19	-0.1	-18	13
- Cn1cc(/C=N/n2cnc3sc4c(c3c2=O)CCCC4)c2ccccc21
    21	17	3	9	5	3	-0.3	-1	44
- O=[N+]([O-])c1ccc(-c2c(-c3ccccc3)ncc3ccc(F)cc23)cc1
    16	33	-2	4	2	-17	0.4	6	24
- Cc1ccc(C(C(=O)NC2CCCCC2)N2CCC3(CC2)OCCO3)cc1 (stereo unspecified)
    1	5	-1	-7	-6	-16	-0.3	2	13
- COc1cccc(CNC(=O)Cn2ncn3cccc3c2=O)c1OC
    -6	2	1	-16	-6	-23	2.1	3	12
- O=C(CCCN1C(=O)CCC1=O)Nc1cccc(C(F)(F)F)c1
    1	9	-1	5	-2	-9	-1.2	-4	-3
- Cc1cc(C)c(C#N)c(SCCN2CCCCC2)n1
    2	4	-4	19	-6	-25	-1.8	4	-17
- O=C(CSc1nc2ccc(Cl)cc2[nH]1)NC1CCCC1
    -1	7	-3	-1	1	16	0.5	14	-9
- O=C(CSc1n[nH]c(-c2cccnc2)n1)Nc1ccc(Br)cc1
    1	1	4	2	-1	-2	-1.7	-12	22
- CCOc1ccc(-c2nnn(CC(=O)NCc3ccc(C)cc3)n2)cc1
    1	7	0	-10	-1	13	-2.0	21	29
- CCCOCCOC(=O)c1[nH]c2c(c1C)C(=O)CC(c1cc(OC)ccc1OC)C2 (stereo unspecified)
    12	1	18	6	4	72*	-0.3	-46	59*
- Cc1ccc(S(=O)(=O)CCC(=O)OCC(=O)N(C)C2CCS(=O)(=O)C2)cc1 (stereo unspecified)
    1	-1	-1	0	2	1	-1.1	-9	25
- C=CCn1c(=O)c2c(C)c(C)sc2n2c(Nc3ccccc3)nnc12
    -5	-1	-3	0	-16	22	0.5	4	2
- Cc1ccccc1NS(=O)(=O)c1ccc(C(=O)NCC2CCCO2)cc1 (stereo unspecified)
    -3	4	-1	0	-1	7	0.6	-3	4
- COC(=O)CC(CC(=O)OC)n1cccc1
    0	8	x	6	-4	x	x	x	x
- CCOCCCNC(=O)c1cc(Cl)c(NC(=O)C2=C(C)OCCS2)cc1OC
    2	9	-3	-6	3	-10	0.4	-8	-10
- COc1ccccc1CNc1ccc(Br)cn1
    -1	18	8	-28	6	-26	3.0	-25	4
- O=C(CSc1nc2ncc(Cl)cc2[nH]1)N(Cc1ccccc1)C1CCS(=O)(=O)C1 (stereo unspecified)
    -5	9	0	6	-2	-17	-2.1	-3	-60
- O=c1ccc2cc(S(=O)(=O)N3CCOCC3)ccc2o1
    -5	6	-2	3	-7	-8	-1.2	10	-3
- Cc1nccn1C(c1ccccc1)c1ccccc1
    9	18	-5	6	-6	-10	0.7	1	1
- Cc1ccc(S(=O)(=O)Cn2nnnc2C(C(C)C)N2CCN(Cc3ccco3)CC2)cc1 (stereo unspecified)
    0	16	-3	-4	20	14	0.6	1	2
- CCCN(CC(=O)Nc1ccccc1C)C(=O)c1ccc2ccccc2n1
    3	5	-4	-18	3	-1	-0.4	15	20
- Cc1ccc(S(=O)c2ccc(C)cc2)cc1
    4	16	-2	-5	-10	18	-4.1	16	-14
- COc1ccc(NC(=O)C2CCCN(c3ncccn3)C2)cc1 (stereo unspecified)
    -11	10	-1	-2	0	-45	5.5	11	-56
- CC(C)(C)OC(=O)N1CCC(c2c(C(=O)NCC3CCN(C4CCCC4)C3)cnn2-c2ccc(F)cc2)CC1 (stereo unspecified)
    -12	-3	-1	-7	6	-21	0.1	-15	24
- COc1ccc(CNC(=O)C(c2ccncc2)N(C(=O)Cc2cccs2)c2cccc(C)c2)cc1 (stereo unspecified)
    11	17	-6	-31	1	-19	0.7	-15	3

# Eleven entries from above, tab-delimited:
compound	EBI2 block	CCR6 antag	XBP1 UPR activ	Gli-Sufu block	CXCR6 block	Jurkat NFkB inh	UPR CHOP act	697 NFkB inh	Mdm2-MdmX inh
CCOCCCNC(=O)c1cc(Cl)c(NC(=O)C2=C(C)OCCS2)cc1OC	2	9	-3	-6	3	-10	0.4	-8	-10
COc1ccccc1CNc1ccc(Br)cn1	-1	18	8	-28	6	-26	3.0	-25	4
O=C(CSc1nc2ncc(Cl)cc2[nH]1)N(Cc1ccccc1)C1CCS(=O)(=O)C1 (stereo unspecified)	-5	9	0	6	-2	-17	-2.1	-3	-60
O=c1ccc2cc(S(=O)(=O)N3CCOCC3)ccc2o1	-5	6	-2	3	-7	-8	-1.2	10	-3
Cc1nccn1C(c1ccccc1)c1ccccc1	9	18	-5	6	-6	-10	0.7	1	1
Cc1ccc(S(=O)(=O)Cn2nnnc2C(C(C)C)N2CCN(Cc3ccco3)CC2)cc1 (stereo unspecified)	0	16	-3	-4	20	14	0.6	1	2
CCCN(CC(=O)Nc1ccccc1C)C(=O)c1ccc2ccccc2n1	3	5	-4	-18	3	-1	-0.4	15	20
Cc1ccc(S(=O)c2ccc(C)cc2)cc1	4	16	-2	-5	-10	18	-4.1	16	-14
COc1ccc(NC(=O)C2CCCN(c3ncccn3)C2)cc1 (stereo unspecified)	-11	10	-1	-2	0	-45	5.5	11	-56
CC(C)(C)OC(=O)N1CCC(c2c(C(=O)NCC3CCN(C4CCCC4)C3)cnn2-c2ccc(F)cc2)CC1 (stereo unspecified)	-12	-3	-1	-7	6	-21	0.1	-15	24
COc1ccc(CNC(=O)C(c2ccncc2)N(C(=O)Cc2cccs2)c2cccc(C)c2)cc1 (stereo unspecified)	11	17	-6	-31	1	-19	0.7	-15	3

# More records follow:
# Order of results – EBI2 block	CCR6 antag	XBP1 UPR activ	Gli-Sufu block	CXCR6 block	Jurkat NFkB inh	UPR CHOP act	697 NFkB inh	Mdm2-MdmX inh
- COc1ccc(Cn2ccnc2SCC(=O)NC2CCCCC2)cc1
    15	8	-2	-7	0	-9	-0.9	-18	17
- CC(C)(C)CC(C)(C)c1ccc(O)c(Cc2ccc(Cl)cc2Cl)c1
    75*	43	x	15	-5	x	x	x	x
- Cc1c(/C=N/NC(=O)c2cccs2)c2ccccc2n1Cc1ccccc1Cl
    -6	23	2	-21	8	-46	4.0	i	72*
- COc1cc(OC)cc(C(=O)Nc2ccc(-n3cnnn3)c(C)c2)c1
    -9	11	4	-28	7	-25	4.5	0	-15
- O=C(Nc1ccccc1)c1ccc(=O)n(Cc2ccc(F)c(F)c2)c1
    8	5	-4	-4	-5	-1	-0.5	9	12
- COc1ccc(S(=O)(=O)N2CCSC2)cc1C
    -6	6	-1	-6	-4	11	0.6	19	-1
- NC(=O)c1cc(NC(=O)CCNS(=O)(=O)c2cccc(C(F)(F)F)c2)cc(C(N)=O)c1
    11	9	-3	19	-2	-6	1.3	3	5
- Nc1nc(Nc2ccc(Cl)cc2)n[nH]1
    1	-16	-3	-20	-3	-12	0.0	-11	2
- O=C(N/N=C\c1ccc(Cl)s1)c1cccs1
    22	3	7	-13	10	-34	3.3	-59	-6
- Oc1ccc(Br)cc1/C=N/n1cnc2ccccc21
    3	-20	6	10	-16	-61	4.6	-30	-18
- CCNC(=O)Cc1ccc(Br)cc1
    -22	-1	-2	-1	3	7	-0.3	12	-3
- COc1ccc(/C(O)=C/c2nc3ccccc3n(-c3ccccc3)c2=O)cc1
    9	-1	5	-27	-7	-33	8.0	-27	13
- CCCN1CCN(CCCNC(=O)C2CCCN(c3nc4ccc(OCC)cc4s3)C2)CC1 (stereo unspecified)
    -15	-1	0	-3	6	-30	1.2	-16	3
- Cc1ccnc2nc(C(=O)OCC(=O)NCc3cccc(Cl)c3)nn12
    -8	10	1	2	4	-3	0.6	11	0
- CN(C(=O)N1CCN(c2ccccn2)CC1)c1ccccc1
    3	13	-2	-3	-4	10	-1.8	10	16
- CCC(C)Sc1nnc(NC(=O)c2ccco2)s1 (stereo unspecified)
    0	1	x	2	-21	x	x	x	x
- Cc1ccc(NC(=O)N2CCc3ccccc3C2)cc1C
    9	19	-2	-45	-2	-94	4.6	-51	-63
- CN(CC(=O)Nc1cccc(F)c1)C(=O)c1ccc2c(c1)CC(c1ccccc1)OC2=O (stereo unspecified)
    31	18	-4	-3	2	26	0.1	-22	43
- O=C(Cn1cnc2c(nnn2Cc2ccc(Cl)cc2)c1=O)N1CCN(c2ccccc2)CC1
    5	4	-3	10	4	1	-0.1	-4	2
- CC(C)C(NC(=O)CCNC(=O)c1ccc(C(C)(C)C)cc1)c1nc2ccccc2[nH]1 (stereo unspecified)
    8	6	-1	4	6	-13	-0.7	-11	-9
- COC(=O)c1cc(Br)c(=O)n(CCC2=CCCCC2)c1
    2	12	-4	3	4	3	1.6	5	5

# Screening data: PubChem, Sanford-Burnham Center for Chemical Genomics
